TGFb SMAD3 inh: blocks TGF-b signaling; HepG2 CAGA-GFP TGF-b/SMAD3 reporter, GFP fluorescence, 18 h; TGF-beta stimulated, 500 pg/mL final; 1.2% of 410,000 active; Potency, µM (top dose mostly 46.1 µM), without a hit: at the top dose activity, negative = inhibition, usual class: inhibitors; also: potency is read from the fitted curve at half-maximal effect; % is scaled to controls: 0 for no effect and ±100 for the full control effect; nearly all actives have a fitted effect of over 65% in size
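Cell-based qHTS in HEPG2 carrying a CAGA-GFP Smad reporter; compounds added before 500 pg/mL final TGF-beta, 18 h incubation at 37 degrees C, GFP fluorescence quantified per cell by imaging cytometry.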
Nrf2 ARE act: activators of Nrf2 (ARE) signaling; AREc32 ARE-luciferase reporter (MCF7-derived line), luminescence, 24 h; Potency, µM (titrated, usually from 46.1 µM), for the others: at the top dose activation, usual class: activators; 0.31% of 410,000 active; also: potency is read from the fitted curve at half-maximal effect; % of control where 0% means no effect; nearly all actives have a fitted effect of over 65% in size
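ARE-driven firefly luciferase activity in AREc32 cells measured after a 24 hr compound exposure at 37 deg C, using Steady-Glo reagent and a 30 min room-temperature hold.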
A549 viability: kills or reduces viability of A549 cells in Nrf2 counter-screen; A549 ARE-Fluc cells, CellTiter-Fluor viability, 18-24 h; Potency, µM (highest dose often 46 µM), inactives show at the highest dose activity change, negative = cytotoxicity, actives largely listed as inhibitors; 0.16% of 390,000 active; AID 504648; also: potency is read from the fitted curve at half-maximal effect; % is scaled to controls: 0 for no effect and ±100 for the full control effect
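A549 ARE-Fluc cells in 5% FBS OPTI-MEM, 5000 cells/well, rested 2 h then exposed to compounds in concentration-response for 18-24 h at 37 °C. Viability by CellTiter-Fluor fluorescence (Ex 405/Em 525) after 30 min; luciferase luminescence (BugLite, 15 min, RT) read afterwards.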
Mm-Cpn inhibitor: M. maripaludis TRiC chaperonin inhibition; Potency, µM (doses to about 76.9 µM), for inactives: at the highest dose activity, negative = inhibition, actives largely listed as inhibitors; 0.031% of 330,000 active; AID 504842; purified Mm-Cpn ATPase, ADP Transcreener TR-FRET; also: potency is read from the fitted curve at half-maximal effect; % is scaled to controls: 0 for no effect and ±100 for the full control effect; nearly all actives have a fitted effect of over 80% in size
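Eu-cryptate anti-ADP/ADP-d2 competition gives a ratio inversely related to ADP. Enzyme at 25 nM was pre-exposed to compound for 10 min, then given 10 uM ATP for 30 min, 37°C throughout.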
HepG2 tox: counter-screen for TGF-b inhibitors: cytotoxicity in HepG2 cells. HepG2 CAGA-GFP viability, ATP luminescence, 18 h. Potency, µM (top dose mostly 46.1 µM), for the others: top-dose activity change, negative = cytotoxicity, actives largely listed as cytotoxic. 0.76% of 410,000 active; also: potency is read from the fitted curve at half-maximal effect; some results filed as inactive show a strong effect at the top dose
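HepG2 CAGA-GFP cells (1000/well, DMEM with 1% FBS) received compound, then TGF-beta at 500 pg/mL final, and were incubated 18 hours at 37 degrees C. Viability was read by CellTiter-Glo luminescence. Media-only wells were set as complete cell-killing and DMSO as no toxicity.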
Abeta yeast res: compounds reversing amyloid beta toxicity in yeast; Potency, µM (doses to about 46.1 µM), inactives show at the top dose growth rescue, actives largely listed as activators; 0.063% of 410,000 active; yeast expressing A-beta42, growth rescue, OD600, 48 h; response scale: 0% DMSO, 100% iron-clioquinol control; AID 1347071; also: potency is read from the fitted curve at half-maximal effect; nearly all actives have a fitted effect of over 55% in size
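Yeast growth medium received pinned compounds, then yeast cells expressing toxic A-beta were added; plates incubated at 30 C for 48 hr. Growth read as absorbance at 600 nm, normalized to DMSO and equimolar FeCl3 plus clioquinol controls.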
pAkt inh: Akt phosphorylation inhibition; activity change, % for hits at 50 µM; Neuro2A IGF-stimulated pAkt S473 HTRF, 20 min; stronger effect = lower value; 0.32% of 360,000 active; in the data active = activity change below about -80%; inconclusive = mostly about -51% to -80%; also: % is scaled to controls: 0 for no effect and ±100 for the full control effect
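Neuro2A cells (4,500/well, DMEM with 0.5% FBS) were treated with compound at a single 50 µM final concentration, stimulated with 6 nM IGF for 20 min at 37 °C, and lysed. Phospho-Akt Ser473 was read by HTRF as 665/615 ratio ×10^4.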
CCT modulator: modulators of cytosolic chaperonin (CCT/TRiC) activity; purified chaperonin ATPase assay, HTRF ADP detection, 30 min; activity change, % (test concentration not listed), hits read low; 0.3% of 360,000 active; AID 651819; in the data active = activity change below about -30%; also: % is scaled to controls: 0 for no effect and ±100 for the full control effect
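First, chaperonin was dispensed at 40 nM or 20 nM final depending on batch activity. Next, compounds were pinned at 76 uM and ATP added at 10 uM. After 30 min at 37 °C, ADP detection reagents ran 30 min at ambient temperature.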
Nrf2 block: inhibitors of Nrf2 signaling | A549 ARE-Fluc reporter, luciferase luminescence, 18-24 h | Potency, µM (doses to about 46 µM), inactives show top-dose activity change, negative = inhibition, hits mostly inhibitors | 2.1% of 360,000 active | AID 504444; also: potency is read from the fitted curve at half-maximal effect; % is scaled to controls: 0 for no effect and ±100 for the full control effect; nearly all actives have a fitted effect of over 60% in size
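Concentration-response testing used A549 ARE_Fluc cells at 5000 cells/well. Following an 18-24 h compound incubation, viability was read by fluorescence (Ex 405/Em 525) and luciferase output by luminescence.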
The depositor's hits bear a star; i = inactive; ? = inconclusive; · = no result given; & = joins results of further samples. Unless noted, calls follow the shape of the dose curve; as a rule, active = well fitted curve in the direction sought with a large enough effect; inconclusive = small, poorly fitted or top-dose-only effect, or another doubt; inactive = no such curve, though single readings can be large; an effect the other way counts as inactive or inconclusive. Not a hit list; 4.3% or so of the library scored in one or more.

SMILES	TGFb SMAD3 inh	Nrf2 ARE act	A549 viability	Mm-Cpn inhibitor	HepG2 tox	Abeta yeast res	pAkt inh	CCT modulator	Nrf2 block
CN1OC[C@@H]2CN(Cc3ccccc3)[C@H](c3cccc(Oc4ccccc4)c3)C[C@@H]21	?	8.2%	5%	·	-25%	1%	i	-2.2	-5%
COc1cc(NC(=O)CSc2ccc(-c3ccccn3)nn2)cc(OC)c1	?	0.1%&4.6%	-26%&-6%	-4%	-33%&-9%	-13%&-36%	i	-0.3	?
COc1ccc(CNc2nc3ccccc3n2C(C)C)cc1	5%	-0.1%	3%	1%	4%	-8%	i	-0.2	-4%
COc1ccc(-c2nnc(SCC(=O)NC3CCCc4ccccc43)n2N)cc1 (stereo not drawn)	-25%	-0.3%	0%	1%	-7%	23%	i	-0.6	8%
Cn1cc(S(=O)(=O)NCC2CCCO2)c(=O)n(C)c1=O (stereo not drawn)	22%	0.3%	-13%	-1%	6%	-13%	i	-0.5	-26%
COc1cccc(N(C(=O)c2ccn[nH]2)C2(C(=O)Nc3c(C)cccc3C)CCCCC2)c1	?	-1.3%	-13%	1%	-13%	-17%	i	-0.7	-25%
CCOC(=O)c1ccc(N2C(=O)c3n[nH]c(-c4cccs4)c3C2c2cccc(OC)c2)cc1 (stereo not drawn)	1.8µM*	-1.5%	?	·	-51%	-7%	·	·	21µM*
COc1ccc(CNC(=O)CCSCc2cccc(Cl)c2)cc1	-1%	0.5%	-4%	1%	7%	26%	i	1.0	0%
O=C(NCc1nc2ccccc2[nH]1)c1ccc(S(=O)(=O)N2CCCC2)cc1	2%	-0.6%	9%	2%	4%	0%	i	-0.2	-30%
CCC1CCCCN1C/C=C/c1ccccc1[N+](=O)[O-] (stereo not drawn)	3%	0.2%	6%	1%	-10%	-9%	i	-0.3	8%
Cc1cc(-c2ccc([N+](=O)[O-])cc2)cc(C)n1	-15%	6.9%	0%	·	-2%	-1%	i	-0.9	-2%
O=C(CNCc1ccncc1)Nc1cc(S(=O)(=O)N2CCCCC2)ccc1Cl	6%	-1.3%	18%	3%	3%	-7%	i	0.0	14%
CCOC(=O)c1c(NC(C)=O)sc2c(OCC(O)CNC(C)(C)C)c(Br)ccc12 (stereo not drawn)	?	-0.5%	-12%	2%	11µM*	-28%	i	0.9	12%
O=C(Nc1ccc(Cc2ccncc2)cc1)c1ccc(Cl)c([N+](=O)[O-])c1	-5%	18%	-2%	0%	-39%	9%	i	-3.0	·
CCCCNc1nc(NC)nc(Cl)c1SC	?	-0.4%	13%	1%	-12%	7%	i	0.0	4%
COc1cccc(CNS(=O)(=O)c2ccc3c(c2)C(C(C)C)C(=O)N3)c1 (stereo not drawn)	-29%	4.1%	4%	·	-14%	-2%	·	·	-30%
CCCCn1c(N)c(N(Cc2ccccc2OC)C(=O)COc2ccccc2OC)c(=O)[nH]c1=O	0%	0.1%	2%	-1%	-4%	18%	i	-5.8	10%
CSCCC(NS(=O)(=O)c1ccc(C)cc1)C(=O)N1CC=C(c2ccccc2)CC1 (stereo not drawn)	-4%	0.2%	-3%	-1%	-7%	-5%	i	-0.2	8%
COc1cccc(NC(=O)N(C)C[C@H]2Oc3cc(C#Cc4ccncc4)ccc3S(=O)(=O)N([C@H](C)CO)C[C@H]2C)c1	-23%	?	·	·	-29%	2%	i	1.1	·
O=[N+]([O-])c1ccc(/C=C/c2ccc3ccccc3n2)cc1	9%	0.0%	9%	-4%	-24%	6%	i	-0.4	?
O=C(CCCN1C(=O)/C(=C/c2cccs2)SC1=S)Nc1cccc(O)c1	?	?	-4%	-1%	-37%	1%	i	0.1	10%
O=C(NCCc1ccccc1)C1CCC(Cn2c(=O)c3ccccc3n(Cc3cccc(F)c3)c2=O)CC1 (stereo not drawn)	1%	3.7%	12%	0%	7%	-6%	i	-0.7	4%
O=C(Nc1ccccc1)N1N=C(c2ccc(F)cc2)CC1c1ccc(F)cc1 (stereo not drawn)	-26%	-0.7%	-6%	-2%	-7%	-11%	i	-1.0	-24%
COCCn1c(C)cc(C(=O)CSc2nnnn2C2CCCC2)c1C	-19%	-2.5%	0%	0%	-6%	0%	i	0.4	?
CCCn1c(SCC(=O)c2ccc3c(c2)NC(=O)CO3)nc2ccccc21	3%	0.0%	-3%	0%	8%	23%	i	-2.1	-16%

TGFb SMAD3 inh, what is marked active above
SMILES	TGFb SMAD3 inh	Nrf2 ARE act	Mm-Cpn inhibitor	pAkt inh	CCT modulator
CCOC(=O)c1ccc(N2C(=O)c3n[nH]c(-c4cccs4)c3C2c2cccc(OC)c2)cc1 (stereo not drawn)	1.8µM*	-1.5%	·	·	·

The results go on.
SMILES	TGFb SMAD3 inh	Nrf2 ARE act	A549 viability	Mm-Cpn inhibitor	HepG2 tox	Abeta yeast res	pAkt inh	CCT modulator	Nrf2 block
CS(=O)(=O)c1ccc(Cl)c(C(=O)NC2CCSc3ccccc32)c1 (stereo not drawn)	-1%	2.0%	0%	3%	-3%	5%	i	-3.0	11%
Cc1ccc(NC(=O)c2cc(S(=O)(=O)N3CCOCC3)cs2)cc1	-9%	-0.5%	2%	-1%	-12%	2%	i	-3.0	-19%
O=C(CSc1nc(=O)[nH]c2c1CCC2)NCc1ccc(Cl)cc1	-2%	-1.1%	-1%	·	0%	-4%	·	·	·
CC(=O)Nc1ccc(/C=C2/Sc3ccccc3C2=O)cc1	3%	8.3%	-19%	2%	-1%	-4%	i	2.0	-8%
COc1ccc(C2(O)CC3CCC(C2)N3c2nc(C)cc(C)c2C#N)cc1 (stereo not drawn)	?	0.3%	-3%	-1%	5%	6%	i	-0.1	-8%
CCNS(=O)(=O)c1ccc(C)c(-n2cnnn2)c1C	-10%	0.1%	4%	1%	-6%	2%	i	-3.4	9%
CC1=C(C(=O)N(C)C)C(c2cccs2)NC(=O)N1 (stereo not drawn)	-11%	-0.2%	?	1%	-9%	-2%	i	-6.2	4%
COc1cc2ccccc2cc1C(=O)Nc1ccccc1N1CCCC1	0%	0.6%	1%	-17%	-3%	-25%	i	-2.5	19%
CCOc1ccc(CNS(=O)(=O)c2c(C)nc3scc(C)n3c2=O)cc1OC	-15%	-0.2%	1%	0%	-1%	9%	i	-2.7	?
CC(C)(C)NC(=O)c1cccnc1Sc1ccccc1	-11%	-0.2%	2%	0%	-6%	8%	i	-4.8	-12%
Oc1c(Cl)cc(Cl)cc1C1=NNC(c2ccc(Cl)cc2)C1 (stereo not drawn)	-12%	?	9%	0%	-26%	-22%	i	-2.6	5%
COc1ccc(-c2[nH]ncc2CN2CCN(Cc3cccs3)CC2)c(F)c1	-5%	-0.6%	2%	-1%	-13%	-12%	i	-0.3	-7%
Cc1[nH]nc2c1C(C(C)C)C(C#N)=C(N)O2 (stereo not drawn)	-6%	?	-1%	-4%	-33%	-4%	i	-9.7	-7%
COc1ccc2c(C(=O)CCl)c[nH]c2c1	14µM*	0.6%	?	2%	6.3µM*	-20%	i	-0.1	?
CCOC(=O)CC[C@H](NC(=O)Cn1cnc2c(SC)nc(N)nc21)C(=O)OCC	-14%	-1.2%	9%	1%	-10%	-5%	i	-2.0	2%
Cc1nc(Nc2ccc(Br)cc2Br)c([N+](=O)[O-])c(=O)[nH]1	-5%	-1.1%	-5%	·	-14%	-9%	·	·	8%
CCc1cccc(NC(=O)c2c(C)oc3ncnc(N4CCCCC4)c23)c1	?	6.6%	-5%	·	-39%	-12%	·	·	?
CC(N=C1NC(C)(C)Cc2ccccc21)C(=O)O (stereo not drawn)	0%	-0.6%	0%	1%	15%	1%	i	1.1	10%
COc1ccc(-c2cc(C(F)(F)F)nc(NCc3cccnc3)n2)cc1	-2%	2.0%	-1%	-3%	-7%	1%	i	-3.1	-28%
COc1ccccc1N1CCN(/N=C/C=C\c2ccccc2[N+](=O)[O-])CC1	?	7.0%	5%	2%	-29%	5%	i	-3.8	-9%
COCCNC(=S)Nc1ccc2nc(N3CCCC3)cc(C)c2c1	-4%	3.0%	-8%	0%	4%	2%	i	-2.0	2%
CCOc1ccc2ncc3c(-c4ccccc4)nn(CC(=O)Nc4cccc(F)c4)c3c2c1	1%	0.7%	5%	·	3%	-2%	·	·	-8%
CCOC(=O)CCCn1ncn2c(cc3occc32)c1=O	12%	0.5%	-1%	-1%	-2%	5%	i	-2.2	13%
Cc1ccc(S(=O)(=O)N(CC(=O)Nc2cccnc2)c2ccccc2C)cc1	6%	0.1%	0%	0%	-7%	-3%	i	1.5	-3%
CCCCNCc1ccc(OCc2ccc(Cl)nc2)c(OC)c1	13%	-0.8%	-7%	2%	-2%	13%	i	-1.3	3%
Cc1ccc(-c2cc(C(F)(F)F)n3ncc(C(=O)N4CCN(C)CC4)c3n2)cc1	2%	6.2%	9%	0%	3%	-5%	i	0.7	·
CCCCCCCCCC(=O)N1c2ccccc2NC(=O)C1CC(=O)Nc1ccc(C(=O)O)cc1 (stereo not drawn)	-28%	-0.2%	4%	1%	-10%	20%	i	-4.6	9%

Whole records from above.
Shown for COc1cc2ccccc2cc1C(=O)Nc1ccccc1N1CCCC1 → TGFb SMAD3 inh: 0%; Nrf2 ARE act: 0.6%; A549 viability: 1%; Mm-Cpn inhibitor: -17%; HepG2 tox: -3%; Abeta yeast res: -25%; pAkt inh: i; CCT modulator: -2.5; Nrf2 block: 19%
Shown for COc1ccc2c(C(=O)CCl)c[nH]c2c1 → TGFb SMAD3 inh: 14µM*; Nrf2 ARE act: 0.6%; A549 viability: ?; Mm-Cpn inhibitor: 2%; HepG2 tox: 6.3µM*; Abeta yeast res: -20%; pAkt inh: i; CCT modulator: -0.1; Nrf2 block: ?
